# High-throughput results: PubChem BioAssay, National Center for Advancing Translational Sciences (NCATS)
# TSHR antagonist: Antagonists of the Thyroid Stimulating Hormone Receptor: HTS campaign; Thyrotropin receptor (Homo sapiens), P16473; TSHR-expressing cells, TSH-stimulated cAMP HTRF, 2 h; hits give low values; activity change, negative = inhibition, % at 11.5 µM; 0.2% of 330,000 active; AID 504810, 2011;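 active = activity change below a set negative limit, meaning inhibition stronger than a set level, cut at about -70% in these data; inconclusive = activity change between two set negative limits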; note: % is set by controls: 0 for no effect and ±100 for the full control effect
#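 Competitive HTRF cAMP read-out (cryptate anti-cAMP antibody, cAMP-d2; 30 min, room temperature) in freshly harvested TSHR cells. Compounds added before TSH at EC80 (4nM final), followed by 2 hours' incubation at 37 deg C.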
# USP2a block: qHTS Assay for Inhibitors of Ubiquitin-specific Protease USP2a Using CHOP2 as the Reporter. 0.01% of 330,000 active. USP2 core, Ub-CHOP2 coupled fluorogenic reporter, 485/531. Potency, µM (highest dose often 38.3 µM), inactives show top-dose activity change, negative = inhibition, hits mostly inhibitors. AID 463254, 2010;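 note: potency is the fitted concentration of half-maximal effect; plate controls were DMSO wells for no effect and full inhibition by NEM control for full effect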
# Target sequence (O75604 whole entry, looked up): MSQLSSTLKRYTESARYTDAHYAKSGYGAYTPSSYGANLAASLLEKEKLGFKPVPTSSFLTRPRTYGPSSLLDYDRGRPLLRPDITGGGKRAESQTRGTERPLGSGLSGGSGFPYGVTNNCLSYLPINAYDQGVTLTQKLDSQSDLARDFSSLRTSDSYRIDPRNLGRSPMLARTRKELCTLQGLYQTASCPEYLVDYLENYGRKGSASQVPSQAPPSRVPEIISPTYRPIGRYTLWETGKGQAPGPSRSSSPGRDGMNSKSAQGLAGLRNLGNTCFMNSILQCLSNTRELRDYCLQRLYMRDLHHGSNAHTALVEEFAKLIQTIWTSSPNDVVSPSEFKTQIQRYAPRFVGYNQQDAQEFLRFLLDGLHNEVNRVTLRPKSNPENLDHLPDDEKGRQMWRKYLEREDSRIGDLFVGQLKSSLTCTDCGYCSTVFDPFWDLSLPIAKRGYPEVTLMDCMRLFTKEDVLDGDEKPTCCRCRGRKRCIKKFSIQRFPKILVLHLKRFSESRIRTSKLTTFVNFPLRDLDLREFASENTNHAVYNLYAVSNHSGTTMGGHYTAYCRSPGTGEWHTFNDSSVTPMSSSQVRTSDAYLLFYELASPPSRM
#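 USP2 core (10nM final) preincubated 30min RT with compound in 20mM Tris-HCl pH 8.0, 2mM CaCl2, 2mM beta-mercaptoethanol, 0.05% CHAPS; 25nM Ub-CHOP2 plus 25nM reporter substrate added, fluorescence (Ex485/Em531) read after 60min.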
# B2AR arrestin: qHTS assay of beta-arrestin-biased ligands of beta2-adrenergic receptor; Beta-2 adrenergic receptor (Homo sapiens), P07550; beta-arrestin recruitment to beta2AR, cell-based reporter; Potency, µM (highest dose often 46.1 µM), for inactives: at the highest dose activation, actives largely listed as activators; 0.02% of 330,000 active; AID 492947, 2010;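 note: potency is the fitted concentration of half-maximal effect; 0% = DMSO controls and full agonism = EC100 isoproterenol or metaproterenol; nearly all actives have a fitted effect of over 65% in size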
# Target sequence (P07550 whole entry, looked up): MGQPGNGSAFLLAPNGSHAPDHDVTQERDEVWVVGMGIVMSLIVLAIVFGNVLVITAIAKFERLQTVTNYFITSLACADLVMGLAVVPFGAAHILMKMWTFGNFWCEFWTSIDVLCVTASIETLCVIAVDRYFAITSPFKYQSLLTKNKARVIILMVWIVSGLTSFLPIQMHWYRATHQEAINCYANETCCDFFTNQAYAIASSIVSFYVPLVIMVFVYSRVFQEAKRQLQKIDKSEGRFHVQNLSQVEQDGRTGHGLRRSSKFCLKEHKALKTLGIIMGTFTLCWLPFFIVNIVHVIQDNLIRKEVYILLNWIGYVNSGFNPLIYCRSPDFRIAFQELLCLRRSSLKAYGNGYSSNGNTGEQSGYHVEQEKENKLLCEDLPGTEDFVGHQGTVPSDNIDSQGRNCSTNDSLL
# TCR act: Activators of T cell receptors: qHTS campaign | 330,000 tested, under 10 active | Potency, µM (titrated, usually from 9.22 µM), for inactives: at the top dose activation of IL-2 secretion, hits mostly activators | primary human leukocytes, anti-CD3, IL-2 HTRF, 48 h | AID 504894, 2011; note: % of control where 0% means no effect
#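 Primary human leukocytes were stimulated with a-CD3 beads plus compounds for 48 hr without co-stimulation; secreted IL-2 was quantified by HTRF using a-IL-2-K (europium cryptate) and a-IL-2-d2, excited at 320nm with acceptor emission read at 665nm.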
# ELG1 repair inh: qHTS screen for small molecules that inhibit ELG1-dependent DNA repair in human embryonic kidney (HEK293T) cells expressing luciferase-tagged ELG1; HEK293T ELG1-luciferase reporter, luminescence, 16 h; DNA damage induced by 5-fluorouridine; Potency, µM (series often up to 46.1 µM), inactives show top-dose activity change, negative = inhibition, most hits filed as inhibitors; 2.3% of 330,000 active; AID 504467, 2011; note: potency is the fitted concentration of half-maximal effect; % is set by controls: 0 for no effect and ±100 for the full control effect; nearly all actives have a fitted effect of over 55% in size
#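 Luminescence from the luciferase reporter, measured 30 min after ONE-Glo reagent at room temperature, was the read-out. Beforehand, 2,000 cells per well were exposed for 16 hr at 37 °C to 5-fluorouridine together with compound or vehicle.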
# Tb PFK inh: qHTS Assay to Find Inhibitors of T. brucei phosphofructokinase. T. brucei PFK, ADP-Glo luminescence. Potency, µM (top dose mostly 57.5 µM), for the others: at the top dose activity, negative = inhibition, usual class: inhibitors. 0.17% of 330,000 active. AID 485367, 2010;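 note: potency is the fitted concentration of half-maximal effect; 0% = uninhibited 1x PFK enzyme wells and -100% = no-enzyme wells; nearly all actives have a fitted effect of over 60% in size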
#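 Luminescent ADP detection (ADP-Glo, two-step: ATP depletion then ADP-to-ATP conversion for luciferase) reported PFK activity after 45 min room-temperature reaction of 1.25 nM enzyme with 0.5 mM F6P and 0.1 mM ATP at pH 8.0.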
# Mito fusion act: qHTS Assay for Small Molecule Inhibitors of Mitochondrial Division or Activators of Mitochondrial Fusion; S. cerevisiae fusion-defective mutant growth rescue, CellTiterGlo 48 h; 0.23% of 320,000 active; Potency, µM (top dose mostly 46.1 µM), inactives show at the top dose growth rescue (activation), most hits filed as activators;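 note: potency is the fitted concentration of half-maximal effect; % of control where 0% means no effect; nearly all actives have a fitted effect of over 45% in size; temperature-sensitive fusion mutants such as fzo1-1 at 37 °C on non-fermentable ethanol glycerol medium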
#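 Yeast fusion mutant, YPEG (non-fermentable carbon), compound, 48 h at 37C non-permissive; CellTiterGlo added, 10 min RT, luminescence read. Rescued growth = division inhibition.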
# PTAP TSG101 blk: qHTS Assay for Iinhibitors of HIV-1 Budding by Blocking the Interaction of PTAP/TSG101. Tumor susceptibility gene 101 protein (Homo sapiens), Q99816. Fluorescence polarization, FITC-PTAP peptide / Tsg101 binding. Potency, µM (top dose mostly 115 µM), for the others: top-dose activity change, negative = inhibition, hits mostly inhibitors. 340,000 tested, under 10 active; active = well fitted inhibition curve with a large enough effect in the main read-out, with a control signal flat, not every such curve was filed as active; inconclusive = small, poorly fitted or top-dose-only effect, or effect the other way, or a change in a side signal; inactive = no such curve, though single readings can be large or run the other way; note: potency is the fitted concentration of half-maximal effect; % of control where 0% means no effect
#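 Fluorescence anisotropy tracks displacement of a FITC-tagged PTAP peptide (50 nM) from the Tsg101 binding domain (10 uM), following a 20 min room-temperature incubation at pH 7.5.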
# uPA generation: qHTS for Inhibitors of Cell Surface uPA Generation | cell surface uPA generation assay, qHTS | Potency, µM (highest dose often 38.3 µM), inactives show top-dose activity change, negative = inhibition, usual class: inhibitors | 0.31% of 330,000 active; active = well fitted inhibition curve with a large enough effect; inconclusive = small, poorly fitted or top-dose-only effect; inactive = no such curve, though single readings can be large or run the other way; tested in mouse RAW 264.7 cells; note: potency is the fitted concentration of half-maximal effect; % is set by controls: 0 for no effect and ±100 for the full control effect; nearly all actives have a fitted effect of over 55% in size
# Eya2 inh: qHTS Assay for Inhibitors of the Phosphatase Activity of Eya2. recombinant Eya2, OMFP fluorescence dephosphorylation (OMFP is methylfluorescein phosphate). 0.006% of 330,000 active. Potency, µM (series often up to 76.9 µM), without a hit: top-dose activity, negative = inhibition, usual class: inhibitors. AID 488837, 2010; note: potency is the fitted concentration of half-maximal effect; % is set by controls: 0 for no effect and ±100 for the full control effect
#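 Eya2 (0.2 uM) preincubated 10 min at ambient with compound, then OMFP substrate added at 50 uM; 10 min reaction in 50 mM HEPES pH 7.5, 50 mM NaCl, 5 uM MgCl2, 0.05% BSA, 1 mM DTT. Fluorescence read at Ex 485/Em 525 nm.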
# BCR signal inh: qHTS Assay to Find Inhibitors of Chronic Active B-Cell Receptor Signaling; ABC-DLBCL IkBa-CBG/CBR reporter, luminescence ratio, 4 h; Potency, µM (doses to about 46.1 µM), for the others: at the top dose ratio change, negative = lower green/red ratio, most hits filed as inhibitors; 0.05% of 340,000 active; active = well fitted inhibition curve with a large enough effect in the signal ratio, with a control signal flat, not every such curve was filed as active; inconclusive = small, poorly fitted or top-dose-only effect, or effect the other way, or a change in a side signal; the % refers to the signal ratio;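 note: potency is the fitted concentration of half-maximal effect; plate controls were basal doxycycline-induced cells for no effect and cells given 10 µM MG132 for full effect; MG132 reads +100%, hits lower the ratio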
#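 Cell line TMD8 (human ABC DLBCL), stably expressing tet-inducible CBG68-IkBa fusion and CBR; IMDM/0.5% FBS; cpd up to 46 uM; dox induction, 4 h, 37C/5% CO2; dual luminescence; green/red ratio; MG132 control.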
# The depositor's hits bear a star; ? = inconclusive; / = no result given; [ ] = dose if it differs, or a comment. Unless noted, calls come from the whole dose curve; as a rule, active = well fitted curve in the direction sought with a large enough effect; inconclusive = small, poorly fitted or top-dose-only effect, or another doubt; inactive = no such curve, though single readings can be large; an effect the other way counts as inactive or inconclusive.
SMILES	TSHR antagonist	USP2a block	B2AR arrestin	TCR act	ELG1 repair inh	Tb PFK inh	Mito fusion act	PTAP TSG101 blk	uPA generation	Eya2 inh	BCR signal inh
COCCNC(=O)CCCn1c(=O)c2cc(OC)c(OC)cc2n(CC(=O)c2ccc(Cl)cc2)c1=O	-11	0%	0.3%	/	-10%	-14%	24%	/	/	17%	0%
CCCOc1ccc(C2/C(=C(\O)c3c(C)[nH]c(C(=O)OC)c3C)C(=O)C(=O)N2CCN(C)C)cc1 (configuration not stated)	-3	1%	0.7%	7%	-1%	3%	4%	-1%	0%	4%	-3%
Cc1ccc(C)c(S(=O)(=O)Nc2cc(SCC(=O)O)c(O)c3ccccc23)c1	2	-1%	-1.1%	-8%[46.1 µM]	?	-22%	-7%	0%	-17%	1%	?
COc1cc(S(=O)(=O)Nc2ccccc2C)ccc1Cl	0	1%	0.1%	-6%	0%	2%	17%	-6%	-4%	2%	12%
COc1ccc(C(=O)CCC(=O)NCCc2c[nH]c3ccccc23)cc1	0	5%	-0.4%	8%	17%	-2%	4%	-5%	-2%	18%	-2%
CCn1cc(C(=O)O)c(=O)c2cnc(N3CCN(C(=S)NC(=O)c4ccccc4)CC3)nc21	-9	1%	-0.2%	1%	7%	0%	-1%	-1%	-1%	14%	-3%
CN(C(=O)COC(=O)/C=C/c1cccs1)C1CCCCC1	4	0%	-1.1%	-4%[46.1 µM]	?	2%	/	-4%	-3%	-6%	3%
Cc1nc2ccc(Br)cc2c2c1CC(CBr)O2 (configuration not stated)	-5	1%	3.5%	-28%	-21%	3%	-1%	-7%	0%	-1%	15%
Cc1ccccc1NC(=O)c1snc2c(=O)[nH]cnc12	-17	8%	-0.1%	/	-6%	-1%	7%	/	/	-14%	-1%
Cc1ccc(S(=O)(=O)N2CCOCC2)cc1C(=O)N1CCCCCC1	16	4%	0.1%	3%	7%	-1%	1%	-3%	-2%	-8%	-8%
O=S(=O)(NCCc1csc(-c2cccnc2)n1)c1cccs1	-6	-1%	-0.2%	-3%	?	-3%	1%	-1%	1%	11%	?
CCC/C=N/NC(=O)c1ccccc1O	-11	-6%	-0.2%	/	14%	13%	3%	-1%	-8%	-2%	?
Cc1ccc(NC(=O)CSc2ccc3nnc(-c4cccnc4)n3n2)cc1	19	0%	-0.3%	3%	14%	-4%	1%	-6%	3%	-6%	0%
CCN(CC)CCOC(=O)c1cccc2c1-c1ccccc1C2O (configuration not stated)	0	0%	-0.3%	4%	-4%	0%	0%	0%	2%	1%	-4%
C[C@@H]1NC(=O)c2cc([N+](=O)[O-])cc(I)c2NCCCC[C@@H](C(N)=O)NC(=O)[C@H](CC(N)=O)NC1=O	7	1%	-2.4%	0%	19%	-4%	4%	-1%	-2%	8%	-2%
Cc1cc(NS(=O)(=O)c2ccc(NC(=O)COc3ccccc3Cl)cc2)no1	4	1%	-0.1%	1%	3%	?	-5%	-13%	1%	7%	4%
CCOC(=O)C1CCN(C(=O)CCNS(=O)(=O)c2ccc3c(c2)CCN3C(=O)CC)CC1	0	0%	-0.4%	-1%	5%	1%	-2%	-6%	-15%	-2%	-2%
CSCCC(NC(=O)C1CCC(C)CC1)C(=O)Nc1ccc(NC(C)=O)cc1 (configuration not stated)	-1	2%	0.9%	-8%	4%	-2%	-1%	-7%	1%	-14%	-2%
Cc1ccc(S(=O)(=O)CCC(=O)OCC(=O)c2c(C)[nH]c3ccccc23)cc1	-7	2%	-0.5%	1%[46.1 µM]	3%	8%	-5%	-2%	0%	-4%	15%
Cc1ccc2c(c1)NC(=O)C(CC(=O)O)O2 (configuration not stated)	0	1%	0.1%	0%	2%	0%	-3%	-4%	5%	20%	11%
COC(=O)c1cc2sc(Cl)cc2n1CC(=O)N1CCCc2ccccc21	40	0%	0.1%	/	?	1%	8%	-7%	3%	-6%	5%
COc1ccc(CNS(=O)(=O)NCc2ccccc2)cc1	3	3%	0.1%	2%	1%	0%	0%	2%	2%	?	6%
COc1ccc(-c2nc(C)sc2CC(=O)O)cc1OC	-1	0%	0.1%	-6%	-5%	0%	0%	-2%	-2%	3%	3%
CC(C)(C)NC(=O)C(c1ccncc1)N(C(=O)c1csnn1)c1cccc2ccccc12 (configuration not stated)	3	3%	-0.5%	-51%	4%	-4%	-1%	1%	/	-6%	3%
O=C(COc1ccccc1Cl)Nc1cc(NC(=O)COc2ccccc2Cl)cc(C(=O)O)c1	?	2%	-0.7%	0%	?	2%	2%	-1%	3%	-3%	?
Cc1ccccc1-n1nnnc1SCc1ncc(-c2ccccc2)o1	-4	-1%	0.1%	-3%	-4%	-1%	1%	-2%	-1%	4%	-4%
N#Cc1c(NC(=O)c2nc3ncccn3n2)sc2c1CCCCC2	31	0%	0.1%	-1%	?	0%	18%	-2%	-10%	3%	-5%
O=C(CSc1nc2ccccc2[nH]1)Nc1nc(-c2cccc(Br)c2)cs1	21	-21%	-0.3%	2%[46.1 µM]	-1%	-6%	-16%	-1%	1%	1%	?
COc1ccc(-c2nc(NC(=O)c3ccc(OCC(=O)N4CCOCC4)c(OC)c3)sc2C)cc1	-1	1%	-1.6%	5%[46.1 µM]	?	-1%	-4%	-5%	-6%	-3%	4%
CCn1c(=O)n(CC(=O)N(C)Cc2ccccc2)c(=O)c2ccccc21	13	0%	-0.2%	4%	-5%	-6%	2%	-4%	5%	-5%	?
O=S(=O)(c1cccc(COc2c(Cl)cccc2Cl)c1)N1CCOCC1	-18	-6%	3.8%	2%	5%	-6%	25%	-4%	-2%	3%	7%
Cc1nc(Cl)c(C(=O)NC(=O)Nc2cccc(C(F)(F)F)c2)c(C)c1[N+](=O)[O-]	25	0%	0.1%	2%[46.1 µM]	?	-4%	10%	-2%	0%	0%	?
O=C(Nc1ccc(C2CCCCC2)cc1)C1CCN(c2ncccn2)CC1	-23	10%	-0.4%	0%	7%	5%	7%	0%	-6%	-4%	0%
O=C1CC(c2ccc(S(=O)(=O)Nc3cc(C(F)(F)F)cc(C(F)(F)F)c3)cc2)CN1 (configuration not stated)	1	0%	0.4%	4%	3%	1%	11%	-12%	/	-14%	-17%
Cc1nc2ccc(NC(=O)c3nn(CC(C)C)c(=O)c4ccccc34)cc2s1	-9	-2%	-0.6%	0%[46.1 µM]	-25%	6%	15%	-1%	6%	-20%	-17%
CN(Cc1ccccc1)Cc1c(F)cccc1F	8	1%	0.1%	6%	9%	-9%	0%	-7%	/	7%	2%

# Structural class, the entries above with bromine (2)
SMILES	TSHR antagonist	USP2a block	B2AR arrestin	TCR act	ELG1 repair inh	Tb PFK inh	Mito fusion act	PTAP TSG101 blk	uPA generation	Eya2 inh	BCR signal inh
Cc1nc2ccc(Br)cc2c2c1CC(CBr)O2 (configuration not stated)	-5	1%	3.5%	-28%	-21%	3%	-1%	-7%	0%	-1%	15%
O=C(CSc1nc2ccccc2[nH]1)Nc1nc(-c2cccc(Br)c2)cs1	21	-21%	-0.3%	2%[46.1 µM]	-1%	-6%	-16%	-1%	1%	1%	?
